# Compound activity from PubChem BioAssay.
# Peg3 promoter: Peg3 promoter activity inhibition; 1.7% of 360,000 active; HeLa PEG-Prom luciferase reporter, luminescence, overnight; inhibition, % at 20 µM; AID 588405;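 active = inhibition of at least 50% at 20 µM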
# Shn3 inh set2: Schnurri-3 reporter inhibition in Clone20 osteoblasts. 0.52% of 360,000 active. Clone20 osteoblast Shn3 3'UTR firefly luciferase, 24 h. inhibition, % at 12.5 µM;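 active = mean inhibition of at least 75% with every replicate also reaching 75%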;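 note: 0% = median of neutral control wells and 100% = pilot-screen positive control compound; some compounds past the cut are filed as inactive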
# NR2E3 ag-1: activates human photoreceptor nuclear receptor NR2E3. GST-NR2E3/biotin-RetCOR TR-FRET, 1536-well. 0.12% of 320,000 active. inhibition of corepressor binding, % at 4.78 µM. AID 2300;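 active = percent inhibition above the cutoff of mean plus 3 SD of all tested compounds, set per screening campaign, cut at about 20% in these data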;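 note: 0% = DMSO wells and 100% = biotin wells as full block of FRET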
# Target sequence (Q9Y5X4 whole entry, looked up): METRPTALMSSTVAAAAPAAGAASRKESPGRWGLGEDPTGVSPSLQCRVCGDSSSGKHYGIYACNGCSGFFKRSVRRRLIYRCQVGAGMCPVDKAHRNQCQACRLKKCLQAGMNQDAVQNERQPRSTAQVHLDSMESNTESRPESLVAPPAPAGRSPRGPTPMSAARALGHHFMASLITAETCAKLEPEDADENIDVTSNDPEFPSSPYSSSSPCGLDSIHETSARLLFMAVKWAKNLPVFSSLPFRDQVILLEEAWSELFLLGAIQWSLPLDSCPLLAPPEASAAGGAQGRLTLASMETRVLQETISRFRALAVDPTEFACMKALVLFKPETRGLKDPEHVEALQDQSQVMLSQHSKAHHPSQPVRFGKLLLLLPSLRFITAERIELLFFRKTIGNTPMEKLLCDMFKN
#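 System: GST-tagged NR2E3 plus biotinylated RetCOR corepressor; Buffer or medium: pH 7.5 Tris-based buffer; Probe or stimulus: RetCOR corepressor, biotinylated, 7 nM; Doses: compound at 4.8 µM, single dose; Schedule: 5 h incubation at 4 °C; Technique: time-resolved FRET; Evaluation: percent inhibition of TR-FRET ratio; Replication: one well per compound, singlicate testing.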
# CaV13 FRET inh: Primary screen for inhibitors of IQ motif and Ca2+-dependent inactivation inhibitor domain binding in CACNA1D, Förster resonance energy transfer in living cells, … | inhibition, % at 12.3 µM | 0.098% of 340,000 active | HEK cells, CFP/YFP FRET ICDI-IQ, plate reader, 10 min; percent FRET-ratio fall versus neutral wells | AID 743397;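 active = mean replicate inhibition of at least 30% and at least 1% of replicates passing that level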;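 note: 0% = median of the neutral control wells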
# NR2E3 ag-2: human photoreceptor-specific nuclear receptor agonism; inhibition of corepressor binding, % at 3.98 µM; CHO-S Gal4-NCOR/VP16-NR2E3 two-hybrid, luciferase; AID 602229; Q9Y5X4; 0.35% of 360,000 active;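 active = inhibition above the mean of all tested compounds plus 3 SD, cut at about 70% in these data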;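 note: 0% = DMSO with NR2E3 transfected cells and 100% = cells lacking NR2E3 construct; higher means lower luciferase signal from less NR2E3 corepressor binding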
# HIF-2a inh: blocks HIF-2a reporter activity. 0.72% of 360,000 active. inhibition, % at 18.8 µM. AID 624352. 786-0 RCC cells HIF-2a reporter, luciferase luminescence, overnight;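 active = inhibition of the luminescence signal of 40% or more relative to plate controls, in a single-dose primary screen at 18.75 µM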
# KKLEB cytotox: counter-screen for CF NF-kB inhibitors: cytotoxicity | KKLEB CF airway cells viability, ATPlite luminescence, overnight; stronger effect = lower value; cells stimulated with P. aeruginosa culture filtrate | 0.36% of 360,000 active | activity change (cytotoxicity), % at 5 µM;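 active = corrected activity change at or below -50% at 5 µM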
# Vif imaging: blocks HIV Vif function; inhibition, % at 7.49 µM; 0.35% of 340,000 active; HEK293T cells, Vif self-association by quenched fluorescence, imaging, 24 h; in the data active = inhibition above about 50%, passing the limit was not always enough; note: some results filed as inactive read as strong as hits
# PDI inh: inhibitors of human protein disulfide isomerase; 0.052% of 350,000 active; AID 588391; inhibition, % at 10 µM; PDI insulin aggregation turbidity, A650, 90 min;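 active = mean inhibition across replicates of 30% or more, whatever share of single replicates reach that level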;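 note: absorbance from insulin aggregation driven by PDI reduction with DTT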
# Target sequence (P07237 whole entry, looked up): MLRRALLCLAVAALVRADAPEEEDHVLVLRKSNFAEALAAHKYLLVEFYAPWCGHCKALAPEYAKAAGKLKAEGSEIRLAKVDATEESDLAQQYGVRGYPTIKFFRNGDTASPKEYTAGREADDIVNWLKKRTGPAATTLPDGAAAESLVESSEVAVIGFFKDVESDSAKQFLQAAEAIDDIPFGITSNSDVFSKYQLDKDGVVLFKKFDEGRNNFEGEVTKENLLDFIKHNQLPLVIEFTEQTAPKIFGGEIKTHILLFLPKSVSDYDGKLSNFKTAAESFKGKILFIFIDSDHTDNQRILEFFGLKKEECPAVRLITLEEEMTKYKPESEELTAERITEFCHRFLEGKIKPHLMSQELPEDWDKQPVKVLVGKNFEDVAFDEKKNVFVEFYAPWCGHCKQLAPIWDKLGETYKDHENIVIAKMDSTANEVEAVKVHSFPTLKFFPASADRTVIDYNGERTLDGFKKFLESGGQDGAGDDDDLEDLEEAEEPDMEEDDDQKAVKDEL
# CF NFkB inh: blocks PAF-induced NF-kB reporter in cystic fibrosis cells. KKLEB NF-kB-GFP reporter, GFP fluorescence overnight. inhibition, % at 5 µM. 0.86% of 360,000 active;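 active = at least 50% inhibition at 5 µM, scaled per plate between neutral and stimulator controls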;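 note: PAF is a Pseudomonas aeruginosa culture filtrate used as stimulus; plate controls were PAF-stimulated DMSO wells for no effect and unstimulated DMSO wells for full effect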
# MITF TRPM1 inh: MITF TRPM1 promoter inhibition in SK-MEL-5 cells | 0.83% of 330,000 active | AID 488899 | inhibition, % at 12.5 µM | SK-MEL-5 TRPM1 promoter luciferase, 24 h;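 active = mean inhibition across replicates of 60% or more, whatever share of single replicates reaches that level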; note: values of inactives mirror those of a sister screen read the other way
# Starred values were filed as active, the others as inactive; . = no result given.
1	COC(=O)/C=C(\C)NC(=O)c1ccc(F)cc1
2	Cc1ccc(CNC(=O)COC(=O)CSc2cc(C)c(Br)cc2C)cc1
3	CC1(C)Oc2ccc3ccc(=O)oc3c2[C@@H](O)[C@H]1O
4	CCOc1ccc(NC(=O)CC2C(=O)N(c3ccccc3)C(=O)N2Cc2ccccn2)cc1 (configuration not stated)
5	Nc1ccc(-n2nc(C(F)(F)F)cc2C(F)(F)F)cc1
6	CCN(C(=O)c1c([N+](=O)[O-])cnn1C)c1ccccc1
7	COc1cc(/C=N/NC(=O)C(=O)NCc2cccnc2)cc(OC)c1OC
8	O=C(Nc1nnc(-c2ccco2)o1)c1ccc(Cl)cc1
screen / no.	1	2	3	4	5	6	7	8
Peg3 promoter	-18	4	6	-4	17	0	-4	-44
Shn3 inh set2	-16	21	-9	-10	-8	0	-1	-1
NR2E3 ag-1	0	-2	3	0	-3	.	-2	2
CaV13 FRET inh	.	-4	-3	-4	-4	-9	-6	-2
NR2E3 ag-2	-23	0	-7	-22	10	-42	-14	-13
HIF-2a inh	-11	23	3	-67	16	11	13	-60
KKLEB cytotox	-4	1	16	3	-8	-11	16	-10
Vif imaging	-4	.	-1	9	0	2	0	-2
PDI inh	-1	-5	18	5	3	6	-11	-2
CF NFkB inh	5	-7	-9	2	10	-2	-12	13
MITF TRPM1 inh	-15	11	-7	7	2	.	-12	-3

9	COCc1nnc(NC(=O)c2ccccc2[N+](=O)[O-])s1
10	CCOc1ccc(S(=O)(=O)NCCC(=O)NCC(c2cccs2)N(C)C)cc1 (configuration not stated)
11	O=C(Cn1cnc2ccccc2c1=O)OCC(=O)c1ccc2c(c1)OCCO2
12	CC(C)(C)NC(=O)COc1coc(CN2CCN(Cc3ccccc3)CC2)cc1=O
13	CC(C)OCC(O)CN1CCN(CCN2C(=O)c3cccc4cccc(c34)C2=O)CC1 (configuration not stated)
14	CCOC(=O)c1nn(-c2ccc(F)cc2)c2nc(CC(C)C)c(C#N)c(=O)n12
15	Cc1cc(C)c(C(=O)NCC2CCCO2)c(C)c1C(=O)NCC1CCCO1 (configuration not stated)
16	COC(=O)c1cccc(NS(=O)(=O)c2ccc(NC(C)=O)cc2)c1C
screen / no.	9	10	11	12	13	14	15	16
Peg3 promoter	3	-31	-5	-7	10	8	7	7
Shn3 inh set2	4	-20	-18	-22	4	-20	-27	9
NR2E3 ag-1	1	-2	2	0	1	-1	0	-6
CaV13 FRET inh	-2	-5	-3	-3	-2	-4	-18	-6
NR2E3 ag-2	-6	-15	-10	6	-11	-17	-22	10
HIF-2a inh	-3	-35	-9	10	1	14	15	8
KKLEB cytotox	18	-8	7	-1	-17	-2	2	12
Vif imaging	-9	-4	5	0	9	-4	9	5
PDI inh	4	3	0	-14	-12	-1	5	-5
CF NFkB inh	1	4	-5	-18	11	12	-12	-28
MITF TRPM1 inh	11	-5	2	-6	-5	0	11	7

17	O=C(CSc1nc2ccccc2c(=O)n1CCCN1CCOCC1)NCCc1ccccc1
18	O=C(NC1CCCCC1)c1cccc2c1C(=O)c1ccc(N3CCCC3)cc1S2(=O)=O
19	CNC(=O)Nc1cccc(C(F)(F)F)c1
20	CC1(C)OC(=O)N(c2ccccc2)C12C=Cc1c(ccc3ccccc13)O2 (configuration not stated)
21	Cc1cccc(C)c1NC(=S)NC(=O)c1cccc(Cl)c1
22	O=C(NN=Cc1ccccc1Cl)c1cccc2ccccc12
23	COc1cc(NC(=O)Cc2cccs2)cc(OC)c1
24	COC(=O)c1cc(Br)c(=O)n(CCN2CCCC2)c1
screen / no.	17	18	19	20	21	22	23	24
Peg3 promoter	-13	-27	2	14	2	-4	-15	0
Shn3 inh set2	-23	-7	5	17	-11	2	5	-18
NR2E3 ag-1	.	.	0	3	.	.	-4	-3
CaV13 FRET inh	-3	-17	-6	-7	-10	-5	-1	-3
NR2E3 ag-2	4	13	-1	-6	-1	-70	-29	-19
HIF-2a inh	-9	-45	-23	17	-4	-1	-12	18
KKLEB cytotox	-4	2	1	9	-3	-4	7	0
Vif imaging	-2	-1	9	-1	-3	-2	1	10
PDI inh	-7	-4	-4	-1	.	9	0	-11
CF NFkB inh	2	15	-9	-10	-4	-18	-7	0
MITF TRPM1 inh	1	-15	2	8	.	-10	-6	-1

# Profiles as entered above. Order of screens: Peg3 promoter | Shn3 inh set2 | NR2E3 ag-1 | CaV13 FRET inh | NR2E3 ag-2 | HIF-2a inh | KKLEB cytotox | Vif imaging | PDI inh | CF NFkB inh | MITF TRPM1 inh
# O=C(CSc1nc2ccccc2c(=O)n1CCCN1CCOCC1)NCCc1ccccc1 reads -13 | -23 | . | -3 | 4 | -9 | -4 | -2 | -7 | 2 | 1
# CNC(=O)Nc1cccc(C(F)(F)F)c1 reads 2 | 5 | 0 | -6 | -1 | -23 | 1 | 9 | -4 | -9 | 2
# O=C(NC1CCCCC1)c1cccc2c1C(=O)c1ccc(N3CCCC3)cc1S2(=O)=O reads -27 | -7 | . | -17 | 13 | -45 | 2 | -1 | -4 | 15 | -15
# Cc1cccc(C)c1NC(=S)NC(=O)c1cccc(Cl)c1 reads 2 | -11 | . | -10 | -1 | -4 | -3 | -3 | . | -4 | .
# COC(=O)c1cc(Br)c(=O)n(CCN2CCCC2)c1 reads 0 | -18 | -3 | -3 | -19 | 18 | 0 | 10 | -11 | 0 | -1

# Next part:
25	Cc1cc(C)n2nc(N)nc2n1
26	Cc1cnnn1-c1ccc(C(=O)CCl)cc1
27	CC1CN(C(=O)CCc2ccccc2)C(C)CN1C(=O)CCc1ccccc1 (configuration not stated)
28	CCCCn1nnnc1SCC(=O)NC1CCCCC1
29	O=C(NCc1ccncc1)/C(=C/c1cccc([N+](=O)[O-])c1)NC(=O)c1ccccc1
30	CCC(C)[C@H](NC(=O)NCc1ccc(S(N)(=O)=O)cc1)C(=O)OC (some centres not stated)
31	Cc1nc(NC(=O)CSc2nncs2)c(Cl)cc1Cl
32	O=C1CCCC2=C1C(c1ccccc1)CC(=O)N2c1ccc(F)cc1F (configuration not stated)
screen / no.	25	26	27	28	29	30	31	32
Peg3 promoter	-9	32	4	-15	13	-7	4	13
Shn3 inh set2	4	-35	19	-6	-6	54	-10	-23
NR2E3 ag-1	.	1	-1	1	6	2	3	-2
CaV13 FRET inh	-10	-8	.	-3	-19	18	-2	-2
NR2E3 ag-2	-11	-13	-15	-12	16	-18	-16	12
HIF-2a inh	4	4	27	4	12	19	10	1
KKLEB cytotox	16	3	-8	2	-1	4	8	-2
Vif imaging	-6	-2	-3	3	-13	23	-4	-9
PDI inh	3	-6	-4	0	-1	-17	-1	2
CF NFkB inh	-4	4	3	0	15	6	-18	28
MITF TRPM1 inh	13	2	-7	-5	13	-6	2	6

33	CCN(C(=O)CN1C(=O)NC(c2ccccc2)(c2ccccc2)C1=O)c1ccccc1
34	COc1cc(C2C(C#N)=C(N)Oc3cc4c(cc32)OCO4)cc(OC)c1OC (configuration not stated)
35	COc1ncccc1-c1nnn(-c2ccc(C)cc2)n1
36	COC(=O)c1cc(C(=O)OC)n(Cc2ccc(Cl)cc2Cl)n1
37	CCCCC[C@@H]1C=C(C(=O)O)[C@H](c2ccc(Br)cc2)N1S(=O)(=O)c1ccc(C)cc1
38	CCc1cc(C(=O)c2ccc(OC)cc2)c(NC(=O)CCC(=O)O)s1
39	COc1ccc(C(=O)Nc2cc3c(cc2N2CCOCC2)n(C)c(=O)n3C)cc1OC
40	N#CC1=C(SCC(=O)NCc2ccccc2)NC(=O)CC1c1ccco1 (configuration not stated)
screen / no.	33	34	35	36	37	38	39	40
Peg3 promoter	0	-23	-403	21	3	12	5	7
Shn3 inh set2	1	-7	-83	-4	-12	-11	5	8
NR2E3 ag-1	1	2	3	4	.	5	-1	6
CaV13 FRET inh	-3	-7	-12	-6	-11	-13	.	.
NR2E3 ag-2	-10	-36	-90	10	25	-21	-11	2
HIF-2a inh	21	22	-276	-1	4	17	-2	16
KKLEB cytotox	-11	-10	-34	9	9	2	0	12
Vif imaging	15	-2	-3	6	.	-7	-2	-7
PDI inh	13	0	2	-1	-6	-3	-13	3
CF NFkB inh	7	48	-2	11	0	-14	12	6
MITF TRPM1 inh	0	77*	-62	-1	-6	.	-7	5

41	C=CCOc1ccc(/C=C\c2nc(O)c([N+](=O)[O-])c(=O)[nH]2)cc1OC
42	O=C(CC[C@H]1O[C@@H](n2cnc3c(NC(=O)c4ccccc4)ncnc32)[C@H](O)[C@@H]1O)N[C@@H](CO)c1ccccc1
43	CN(C)c1cc[n+](CC[n+]2ccc(N(C)C)cc2)cc1
44	CN(C)CCCNc1nc2cc(-c3cncnc3)sc2c(=O)n1C
45	CCCc1nc(N)c(C#N)c(N)c1C#N
46	CCCCN(CC)C(=O)C1CCC(CNS(=O)(=O)c2cccc3nsnc23)CC1 (configuration not stated)
47	O=C(Cn1nc(CNc2ccc(Cl)cc2)[n+]2c1CCCCC2)c1ccc(Br)cc1
48	CN(CC(=O)Nc1cc(S(=O)(=O)N2CCCC2)ccc1Cl)Cc1ccc2c(c1)OCO2
screen / no.	41	42	43	44	45	46	47	48
Peg3 promoter	7	-26	-10	1	18	7	14	3
Shn3 inh set2	-2	-14	0	2	-13	23	-3	84
NR2E3 ag-1	.	.	1	.	3	-3	-2	1
CaV13 FRET inh	.	-6	-6	-14	-5	-4	-4	-16
NR2E3 ag-2	-10	-3	10	-19	3	3	12	-3
HIF-2a inh	21	-12	4	11	9	9	6	9
KKLEB cytotox	15	-3	-2	-5	1	8	4	-8
Vif imaging	-3	-1	-19	-5	-3	-3	3	1
PDI inh	8	.	-4	4	-10	-1	6	-5
CF NFkB inh	-9	-40	3	4	5	0	3	8
MITF TRPM1 inh	5	.	6	.	10	6	10	16

49	Cc1cccc(C)c1NC(=O)C(NC(=O)CN1C(=O)c2ccccc2C1=O)c1ccccc1 (configuration not stated)
50	CN(C)CCCCCCCCCCC(=O)/C=N/O
51	CCOc1ccc2[nH]c(O)c(NC(C)=O)c2c1
52	O=C(Nc1ccccc1)c1ccc(S(=O)(=O)N2CCC(C(=O)O)CC2)cc1
53	O=C(Nc1ccc(Br)c(C(F)(F)F)c1)c1ccccc1
54	O=C1C=CC2C(c3ccc4c(c3)OCO4)CC1N2Cc1ccccc1 (configuration not stated)
screen / no.	49	50	51	52	53	54
Peg3 promoter	4	15	7	17	-183	44
Shn3 inh set2	-7	17	3	-4	14	-6
NR2E3 ag-1	-2	3	2	4	0	3
CaV13 FRET inh	-2	-9	.	-7	.	-3
NR2E3 ag-2	20	-25	2	-46	-70	-36
HIF-2a inh	14	0	-18	8	-212	39
KKLEB cytotox	9	12	-10	1	12	-13
Vif imaging	.	.	.	-1	-4	-13
PDI inh	-8	2	-5	5	-2	5
CF NFkB inh	2	3	-8	-8	-7	18
MITF TRPM1 inh	15	0	14	-5	-20	17
